Screens (PubChem BioAssay)
SNCA expr inhib: SNCA gene expression inhibition; HEK-293 SNCA-luciferase knock-in, luminescence, 24 h; Potency, µM (top dose mostly 57.2 µM), inactives show top-dose activity change, negative = inhibition, hits mostly inhibitors; actives 0.17% (n = 140,000);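 note: potency is the fitted concentration of half-maximal effect; plate controls were DMSO cells for no effect and cell-free wells for full effect; nearly all actives have a fitted effect of over 45% in size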
IP6K1 inhibitor: inhibitors of human IP6K1; activity change, % (series mostly up to about 58 µM); actives 0.81% (n = 140,000); AID 1645851; IP6K1 kinase, ADP-Glo luminescence, 2 h; stronger effect = lower value; Q92551; in the data active = activity change below about -25%
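ADP-Glo luminescence measures ADP made by human IP6K1 during a 2 h RT reaction with ATP/IP6 (mix at 1.3 mM/130 uM); top library doses 57.5 and 19.1 uM final.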
HEK293 viab: cell viability loss counter-screen; HEK-293-SNCA-luc viability, GF-AFC fluorescence, 24 h; actives 0.12% (n = 150,000); Potency, µM (top dose mostly 57.1 µM), inactives show top-dose activity change, negative = cytotoxicity, usual class: cytotoxic;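 note: potency is the fitted concentration of half-maximal effect; 0% = DMSO-treated cells and -100% = medium-only wells without cells; nearly all actives have a fitted effect of over 30% in size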
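Cytotoxicity counterscreen: after 24 h compound treatment of genome-edited SNCA-luciferase HEK-293 cells, live-cell protease substrate GF-AFC read by fluorescence after 30 min; activity scaled between DMSO (0%) and medium-only (-100%), curves Hill-fitted.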
HEK293 tox: cytotoxic compounds in HEK 293 cells | actives 6.6% (n = 94,000) | Potency, µM (titrated, usually from 115 µM), for the others: at the top dose activity change, negative = cytotoxicity, hits mostly inhibitors | HEK 293 viability, ATP luminescence (CellTiter-Glo), 48-72 h; note: potency is the fitted concentration of half-maximal effect; nearly all actives have a fitted effect of over 60% in size
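Cells seeded first (HEK 293, 250 cells/well), then compound added by pintool. Incubation ran 48 or 72 hr at 37 degree Celsius. CellTiter-Glo was added and luminescence imaged after 10 min at room temperature.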
GPT2 inhibitor: inhibitors of human GPT2 alanine aminotransferase. Potency, µM (titrated, usually from 57.7 µM), without a hit: at the highest dose activity change, negative = inhibition, most hits filed as inhibitors. Q8TD30. AID 1671188. Recombinant GPT2, coupled pyruvate oxidase/HRP Amplex Red fluorescence. actives 0.25% (n = 100,000); note: potency is the fitted concentration of half-maximal effect; nearly all actives have a fitted effect of over 60% in size; many of its hits are not listed in these tables
Target sequence (Q8TD30 whole entry, looked up): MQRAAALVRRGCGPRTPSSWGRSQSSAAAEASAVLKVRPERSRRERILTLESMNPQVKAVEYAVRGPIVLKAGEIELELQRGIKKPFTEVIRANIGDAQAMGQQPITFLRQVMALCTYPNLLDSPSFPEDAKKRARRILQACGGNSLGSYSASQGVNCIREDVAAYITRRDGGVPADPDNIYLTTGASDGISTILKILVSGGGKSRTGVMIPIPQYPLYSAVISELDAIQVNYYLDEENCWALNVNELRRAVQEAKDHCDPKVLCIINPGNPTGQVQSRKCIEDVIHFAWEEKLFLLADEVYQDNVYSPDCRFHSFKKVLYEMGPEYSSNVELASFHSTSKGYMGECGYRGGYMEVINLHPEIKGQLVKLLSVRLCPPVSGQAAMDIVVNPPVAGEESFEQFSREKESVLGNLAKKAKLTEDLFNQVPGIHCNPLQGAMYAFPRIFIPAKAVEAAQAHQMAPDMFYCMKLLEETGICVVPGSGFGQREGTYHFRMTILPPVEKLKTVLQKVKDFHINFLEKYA
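Recombinant GPT2 (10ng/uL) with 250uM a-KG and 2mM L-alanine, 30 min at room temperature, in HEPES pH 7.5 buffer. Pyruvate detected by pyruvate oxidase/HRP/Amplex Red fluorescence after 30 min in the dark; AOA (50uM) as positive control.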
FLuc inh: blocks purified firefly luciferase enzyme activity; P08659; purified P. pyralis luciferase, luminescence, biochemical; Potency, µM (highest dose often 115 µM), inactives show at the top dose activity change, negative = inhibition, actives largely listed as inhibitors; actives 2.5% (n = 76,000); AID 1347043; note: potency is the fitted concentration of half-maximal effect; nearly all actives have a fitted effect of over 65% in size
Target sequence (P08659 whole entry, looked up): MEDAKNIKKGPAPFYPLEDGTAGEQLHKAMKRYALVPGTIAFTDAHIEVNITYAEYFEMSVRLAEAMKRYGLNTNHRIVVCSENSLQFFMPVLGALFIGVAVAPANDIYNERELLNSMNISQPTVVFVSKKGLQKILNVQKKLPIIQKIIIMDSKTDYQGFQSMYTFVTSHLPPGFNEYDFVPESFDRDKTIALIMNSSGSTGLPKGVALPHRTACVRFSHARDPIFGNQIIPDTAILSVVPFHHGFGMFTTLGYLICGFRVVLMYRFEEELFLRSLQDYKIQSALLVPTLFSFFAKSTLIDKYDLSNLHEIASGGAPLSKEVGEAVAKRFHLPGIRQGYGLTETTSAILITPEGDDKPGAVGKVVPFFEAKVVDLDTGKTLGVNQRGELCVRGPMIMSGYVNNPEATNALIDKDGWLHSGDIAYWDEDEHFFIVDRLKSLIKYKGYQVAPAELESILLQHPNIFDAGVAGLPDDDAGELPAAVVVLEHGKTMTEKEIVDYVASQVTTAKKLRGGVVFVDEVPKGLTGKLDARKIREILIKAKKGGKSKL
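Cell-free enzyme assay, 10nM P. pyralis luciferase, luciferin and ATP each at 10uM. Inhibition profiled over a 6-point titration, read as luminescence.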
3T3 cytotox: cytotoxic compounds in NIH 3T3 cells. NIH 3T3 viability, CellTiter-Glo ATP luminescence, 48-72 h. Potency, µM (top dose mostly 96.7 µM), inactives show at the highest dose activity change, negative = cytotoxicity, actives largely listed as inhibitors. actives 4.3% (n = 94,000); note: potency is the fitted concentration of half-maximal effect; nearly all actives have a fitted effect of over 55% in size
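ATP-dependent luminescence (CellTiter-Glo) served as the viability signal for NIH 3T3 cells treated with compound for 48 or 72 hr at 37 °C.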
* marks the source's active call; other numbers are inactive results; i = inactive; ? = inconclusive; / = not tested or not shown; [ ] = another dose, or the depositor's remark. Unless noted, calls come from the whole dose curve; as a rule, active = well fitted curve in the direction sought with a large enough effect; inconclusive = small, poorly fitted or top-dose-only effect, or another doubt; inactive = no such curve, though single readings can be large; an effect the other way counts as inactive or inconclusive. Unless noted, % is set by controls: 0 for no effect and ±100 for the full control effect. A portion of the library; count on the stated rates, not on these rows.

SMILES	SNCA expr inhib	IP6K1 inhibitor	HEK293 viab	HEK293 tox	GPT2 inhibitor	FLuc inh	3T3 cytotox
COc1ccccc1C(=O)c1cn(CC(=O)Nc2ccccc2F)c2nc(C)ccc2c1=O	21%	9	-27%	/	/	/	/
CCc1ccccc1NC(=O)NCc1ccc2c(c1)CCN2C(=O)c1ccccc1	0%	-7	?	/	/	/	/
O=C(Nc1cccc(Br)c1)N1CCC2(CC1)SCC(=O)N2Cc1ccccc1	-2%	3	?	50µM*	-3%	-32%	16µM*
COc1cccc(N2CC(C(=O)NCc3ccc(C(F)(F)F)cc3)NC2=O)c1 (stereo not drawn)	-19%	7	?	?	i	4%	?
O=C(NCc1ccccc1F)C(=O)NCC(c1ccco1)S(=O)(=O)c1cccs1 (stereo not drawn)	2%	10	3%	/	/	/	/
O=S1(=O)CCCC(c2nc(-c3ccccc3)nn2Cc2ccccc2)C1 (stereo not drawn)	47%[activator]	3	-10%	-14%	i	-1%	-19%
CCc1ccc(NCc2cc3ccc(OC)cc3n(CC(=O)Nc3ccc(C(C)C)cc3)c2=O)cc1	10%	-10	?	/	/	/	/
O=C(CCc1cc2n(n1)CCNC2)N1CCN(C(=O)c2cccs2)CC1	?	0	3%	3%	1%	0%	i
O=C1Nc2ccccc2OCC12CCN(Cc1cncs1)CC2	?	30	-9%[87.6 µM]	-1%[172 µM]	2%[88.5 µM]	0%[172 µM]	-22%[138 µM]
C=C1CC2[C@@]3(C)C=CC(=O)C(C)(C)C3=C(O)C(=O)[C@@]2(C)C2(C(=O)OC)C(=O)C(C)OC(=O)[C@@]12C (stereo partly drawn)	/	-1	-38%[23.9 µM]	/	i	/	/
Cc1ncoc1C(=O)NCC1Cn2cccc2C(=O)N1CC(C)C (stereo not drawn)	1%	-3	-13%	-10%	i	-3%	-10%
O=C(NCc1ccc(F)cc1)N1CC(c2nnc(-c3ccncc3)o2)C2(CCOCC2)C1 (stereo not drawn)	-18%	10	-8%	?	i	-12%	?
Cc1cc(C)n2nc(C)c(C(=O)N[C@@H]3COCC[C@@H]3OCC3CC3)c2n1	1%	10	7%	-18%	-29%	4%	-6%
CC1=C(C(=O)OC2OC(COC3OC(CO)C(O)C(O)C3O)C(O)C(O)C2O)C(C)(C)CCC1 (stereo not drawn)	/	4	3%[23.9 µM]	/	i	/	/
CN1C(=O)C2(CCN(C(=O)CC3CCCC3)CC2)c2ccccc21	-23%	-20	-4%	?	i	38%	i
Cc1cnc(C2CCOCC2)n1CC1CCN(C2CCCCCC2)CC1	-25%	29	-20%	?	1%	11%	-14%
O=C(CSCn1nnc2c(=O)[nH]c(Cc3ccc(F)cc3)nc21)Nc1ccccc1	34%[activator]	-6	-7%	/	/	/	/
CN1Cc2cc(F)ccc2N(CC(O)COc2ccccc2)CCC1=O (stereo not drawn)	/	-4	/	-30%	/	/	?
COCCCN1CC2(CCN(C(=O)c3cnc(SC)nc3)CC2)CC1=O	0%	3	5%	-8%	1%	0%	-14%
COc1ccc(-n2ccn(CC(=O)Nc3ccccc3C(F)(F)F)c(=O)c2=O)cc1OC	9%	52	9%	/	/	/	/
COc1ccc(NC(=O)CCC2CCN(S(=O)(=O)c3ccccc3F)CC2)c(OC)c1	-4%	5	10%	?	i	/	-28%
COc1ccc(C2Cn3cnc(C(=O)N4CCC(C(=O)NCc5cccc(F)c5)CC4)c3CO2)cc1 (stereo not drawn)	21%	0	8%	17%	i	-6%	i
CCCCOC(=O)N1CCC(OC)c2ccccc2N(CC(=O)NC)C(=O)C1 (stereo not drawn)	/	-3	/	?	/	/	?
O=C1CC(c2ccccc2)N(C(=O)C2CC2)CCCN(C(=O)NCc2ccc(F)cc2)CCN1 (stereo not drawn)	-3%	3	1%	-4%	-29%	-8%	-14%
Cc1ccc(C(C(=O)NCc2ccc(O)cc2)N(C)C)cc1 (stereo not drawn)	2%	-15	-1%	i	3%[11.5 µM]	2%	-3%
COc1ccccc1N1CCN(CC[C@@H]2CC[C@H](O)[C@@H](C(=O)NC3CCCCC3)O2)CC1	18%	3	-27%	-24%	-6%	-7%	4%
O=C(O)C1c2nc[nH]c2CCN1C(=O)CCN1CCCCC1 (stereo not drawn)	-2%	7	5%	-2%	-27%	9%	-9%
COCCNC(=O)Cn1nc(-c2ccccc2)c2ccccc2c1=O	10%	1	0%	/	/	/	/
CC(C)NC(=O)N1CCNc2cnc(Nc3cccc(F)c3)nc2C1	17%[87.6 µM]	8	-3%[87.6 µM]	?	-13%[88.5 µM]	4%[172 µM]	?
Cc1nc2nc(NCc3cccc(Br)c3)[nH]n2c(=O)c1Cc1ccccc1	-21%	24	6%	/	/	/	/
C[C@@H](NC(=O)C[C@@H]1c2nc(NC(=O)c3ccco3)sc2C[C@@H]2[C@](C)(CO)[C@H](O)CC[C@]21C)c1ccccc1	?	-1	1%	?	-15%	13%	?
Cc1cc(C)cc(N2C(=O)CSC23C(=O)N(Cc2c(F)cccc2Cl)c2ccccc23)c1 (stereo not drawn)	9%	3	13%	/	/	/	/
CSc1ccc(-c2cccc(CN3CCC(N[S+](=O)([O-])c4cccc(C(F)(F)F)c4)CC3)c2)cc1	/	-1	/	13µM*	/	/	10µM*
O=C(Nc1ccc(F)cc1)N1CC[C@H]2CC(=O)N(c3ccccc3)CC[C@H]2C1	22%[87.6 µM]	17	-6%[87.6 µM]	-4%[172 µM]	-10%[88.5 µM]	?	-18%[174 µM]
O=C(c1nc2cccnc2n(C2CC2)c1=O)N1CCN([S+](=O)([O-])c2cccc(C(F)(F)F)c2)CC1	-9%	17	-6%	-6%	-4%	/	?
O=C(c1ccco1)N1CCC(F)(c2nc(-c3ccncc3)no2)CC1	-4%	-6	3%	?	i	4%	-5%
COc1cccc(-c2ccnc3nc(C4CCC4)nn23)c1	2%	-10	2%	-12%	-5%	4%	-24%
Cc1cc(C(=O)N2CCOC[C@H](Oc3ccc(S(C)(=O)=O)cc3)C2)n(C)n1	9%[87.6 µM]	2	4%[87.6 µM]	-1%[172 µM]	?	-5%[172 µM]	2%[174 µM]
Cc1ccccc1Cn1nnc2c(=O)[nH]c(C3CCN(C(=O)c4ccccc4)CC3)nc21	26%	12	20%	/	/	/	/
Cc1cccc(C(=O)N2CC(c3noc(C4CCCN4CC4CC4)n3)C2)c1 (stereo not drawn)	7%	14	-5%[12.5 µM]	-11%	0%	4%	-4%

Compound profiles, as listed above:
COCCNC(=O)Cn1nc(-c2ccccc2)c2ccccc2c1=O as listed: SNCA expr inhib: 10%; IP6K1 inhibitor: 1; HEK293 viab: 0%; HEK293 tox: /; GPT2 inhibitor: /; FLuc inh: /; 3T3 cytotox: /
Cc1cc(C)cc(N2C(=O)CSC23C(=O)N(Cc2c(F)cccc2Cl)c2ccccc23)c1 (stereo not drawn) as listed: SNCA expr inhib: 9%; IP6K1 inhibitor: 3; HEK293 viab: 13%; HEK293 tox: /; GPT2 inhibitor: /; FLuc inh: /; 3T3 cytotox: /

Going on with the list:
SMILES	SNCA expr inhib	IP6K1 inhibitor	HEK293 viab	HEK293 tox	GPT2 inhibitor	FLuc inh	3T3 cytotox
CCN(CC)C(=O)CC[C@@H]1CNC(=O)[C@@H]2C[C@H](NC(=O)Nc3cccc(Cl)c3)CN12	-18%	13	7%	-1%	i	-2%	-11%
CCn1c2ccccc2c2nnc(N3CCN(c4cccc(C)c4C)CC3)nc21	-28%	35	-3%	/	/	/	/
Cc1cccc(-c2noc(CN(C(C)C)S(=O)(=O)c3ccc(Br)cc3)n2)c1	7%	-19	1%	/	/	/	/
CCOc1ccc(CNC(=O)c2nn(-c3ccc(OC)cc3)c(=O)c3c2c2ccccc2n3C)cc1	23%	41	0%	/	/	/	/
O=C(NC[C@H]1O[C@@H](CO)[C@@H](O)[C@H]1N1CCCC1)c1ccc(F)c(Cl)c1	-17%[87.6 µM]	13	-3%[87.6 µM]	-14%[172 µM]	-1%[88.5 µM]	-7%[172 µM]	-4%[174 µM]
CCOC(=O)c1c(NC(=O)CSc2cn(CCNC(=O)c3ccc(OC)c(OC)c3)c3ccccc23)sc2c1CCC2	3%	9	3%	/	/	/	/
COc1ccc(NS(=O)(=O)c2ccc(N3CCCCS3(=O)=O)cc2)cc1Cl	-17%	27	-9%	/	/	/	/
O=C(CSc1ccc(Cl)cc1)N[C@H]1CCOC[C@H]1C1CCOCC1	-3%	23	7%	-2%	2%	-2%	2%
O=C1CCN(S(=O)(=O)c2ccccc2)CCCN(C(=O)Cc2c[nH]c3ccccc23)CCN1	-13%	-2	6%	0%	0%	8%	-6%
Fc1ccccc1C1=NC(c2ccc(C(F)(F)F)cc2)=Nc2ccccc2N1	-25%	11	-11%	/	/	/	/
CC(=O)Nc1ccc(C(=O)N2CCC3(CC2)CC(N[S+](C)(=O)[O-])c2ccccc23)cc1 (stereo not drawn)	25%	-3	2%	-9%	-9%	/	-1%
O=C(c1cccc(-n2cnnc2)c1)N1CCCC(O)(CN2CCCC2)C1 (stereo not drawn)	21%	8	-2%	?	4%	-20%	3%
Cc1nccn1C1CN(C(=O)c2ccc3cc[nH]c3c2)C1	-7%	-5	4%	-6%	i	/	-26%
Cc1nn(-c2ccc(N3CCOCC3)nn2)c(C)c1CCC(=O)NCc1ccc(Cl)cc1	-9%	-5	0%	/	/	/	/
O=C(NCc1ccc(F)c(F)c1)c1ccc2nnc(Cc3ccco3)n2c1	5%	-14	2%	-2%	i	/	-18%
Cc1ccc(-n2nc(C)c([C@H]3C=C[C@@H](OC(=O)Nc4ccc(C(C)C)cc4)C3)c2C)cc1Cl	-5%	7	-3%	28µM*	2%	-24%	?
COc1cccc(CNC(=O)CN2C(=O)NC3(CCCCC3)C2=O)c1OC	2%	0	4%	2%	i	6%	-8%
CCN(CCCNC(=O)CN1N=C(c2ccc(OC)cc2)CCC1=O)c1cccc(C)c1	13%	-13	0%	/	/	/	/
O=C(C1CCN(c2ncnc3c2nc2n3CCCCC2)CC1)N1CCN(c2ccccc2F)CC1	?	-2	-1%	/	/	/	/
Cc1cccc(NC(=O)NC2CCN(C(=O)N3CC4CC(C3)[C@H]3CCCC(=O)N3C4)CC2)c1 (stereo partly drawn)	17%	30	13%	4%	i	-5%	-1%
CCC1CN(C(=O)C2CCN(S(=O)(=O)c3c(C)noc3/C=C/c3ccc(C)cc3)CC2)c2cc(C)ccc2O1 (stereo not drawn)	?	11	0%	/	/	/	/

In the list so far, 3 have bromine.
SMILES	SNCA expr inhib	IP6K1 inhibitor	HEK293 viab	HEK293 tox	GPT2 inhibitor	FLuc inh	3T3 cytotox
O=C(Nc1cccc(Br)c1)N1CCC2(CC1)SCC(=O)N2Cc1ccccc1	-2%	3	?	50µM*	-3%	-32%	16µM*
Cc1nc2nc(NCc3cccc(Br)c3)[nH]n2c(=O)c1Cc1ccccc1	-21%	24	6%	/	/	/	/
Cc1cccc(-c2noc(CN(C(C)C)S(=O)(=O)c3ccc(Br)cc3)n2)c1	7%	-19	1%	/	/	/	/
